# Screens: PubChem, several laboratories
# NRP1-CendR mod: modulators of CendR peptide binding to NRP-1, primary screen, biochemical, fluorescence polarization, uHTS; 360,000 compounds, 0.85% hits; FAM-RPARPAR peptide binding to NRP-1; inhibition, % at 25 µM; AID 602438, 2012;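 active = inhibition or corrected inhibition above about 18%, plus a signal ratio from 0.5 to 1.5, limit read from the data, passing the limit was not always enough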; note: strong numbers were not always called active
# bovine MsrA act: bovine MsrA enzyme activators, primary screen, biochemical, absorbance, HTS; Methionine sulfoxide reductase A (Bos taurus); purified bovine MsrA, absorbance read-out; activation, % at 10.6 µM; 360,000 compounds, 0.3% hits; in the data active = activation above about 7.5%;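 note: 0% = vehicle and 100% = reference activator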
# TbMetRS inhib: T. brucei MetRS inhibitors, primary screen, biochemical, luminescence; methionyl-tRNA synthetase (Trypanosoma brucei brucei); purified T. brucei MetRS, ATP depletion, Kinase-Glo luminescence; inhibition, % at 11.9 µM; 360,000 compounds, 0.4% hits;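 active = inhibition above a per-plate cutoff of the control wells' mean inhibition plus 3 SD, cut at about 5.5% in these data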;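 note: 0% = DMSO wells median and 100% = median of wells with control inhibitor compound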
#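 System: purified T. brucei MetRS enzyme / Detection: Kinase-Glo luciferase luminescence reporting remaining unconsumed ATP / Medium: HEPES buffer with MgCl2, KCl, DTT, spermine, BSA, pyrophosphatase / Replication: singlicate, one well per compound / Evaluation: percent inhibition relative to median high and low control wells / Schedule: 2 h aminoacylation at 25 °C after 15 min preincubation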
# MsrA inh: bovine MsrA enzyme inhibitors, primary screen, biochemical, absorbance, HTS; Methionine sulfoxide reductase A (Bos taurus); purified bovine MsrA, absorbance read-out; inhibition, % at 15.5 µM; 360,000 compounds, 0.75% hits; AID 651718, 2012; in the data active = inhibition above about 4.5%;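 note: 0% = vehicle wells with enzyme and 100% = reference inhibitor wells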
# PABP1 MLLE inh: inhibitors of PABP1 MLLE–PAM2 peptide binding, primary screen, biochemical, fluorescence polarization, FITC-PAM2, GST-MLLE; Polyadenylate-binding protein 1 (Homo sapiens), P11940; 360,000 compounds, 0.36% hits; inhibition, % at 20 µM; in the data active = inhibition above about 35%, passing the limit was not always enough;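 note: plate controls were DMSO wells with GST-MLLE for no effect and wells lacking GST-MLLE protein for full effect; some results filed as inactive read as strong as hits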
# Target sequence (P11940 whole entry, looked up): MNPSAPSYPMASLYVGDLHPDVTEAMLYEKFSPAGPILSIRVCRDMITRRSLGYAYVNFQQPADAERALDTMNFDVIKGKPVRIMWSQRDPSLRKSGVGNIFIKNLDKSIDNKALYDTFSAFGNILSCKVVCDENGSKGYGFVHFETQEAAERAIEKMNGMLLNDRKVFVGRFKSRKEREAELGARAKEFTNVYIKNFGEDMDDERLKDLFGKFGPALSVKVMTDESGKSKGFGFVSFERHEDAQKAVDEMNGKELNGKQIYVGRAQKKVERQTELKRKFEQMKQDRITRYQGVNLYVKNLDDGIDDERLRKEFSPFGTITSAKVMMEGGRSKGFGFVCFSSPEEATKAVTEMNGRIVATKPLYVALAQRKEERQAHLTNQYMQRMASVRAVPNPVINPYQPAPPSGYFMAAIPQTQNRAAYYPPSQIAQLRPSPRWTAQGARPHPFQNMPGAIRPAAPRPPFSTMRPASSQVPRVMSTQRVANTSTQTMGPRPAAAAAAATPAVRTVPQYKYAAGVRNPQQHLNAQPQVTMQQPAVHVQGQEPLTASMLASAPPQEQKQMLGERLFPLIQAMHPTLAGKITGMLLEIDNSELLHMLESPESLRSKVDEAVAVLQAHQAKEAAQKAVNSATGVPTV
# E coli Lon inh: inhibitors of E. coli Lon protease, primary screen, biochemical, fluorescence polarization | P0A9M0 | purified E. coli Lon protease | inhibition, % at 7.94 µM | 360,000 compounds, 0.42% hits | AID 602123, 2011; in the data active = inhibition above about 13%, passing the limit was not always enough;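 note: 0% = enzyme with probe and DMSO and 100% = no enzyme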
# FAS-TE inh: FAS thioesterase domain inhibitors, primary screen, biochemical, fluorescence intensity, uHTS | 360,000 compounds, 0.67% hits | recombinant FAS-TE, OMFH fluorogenic substrate, fluorescence endpoint | AID 602261, 2012 | Fatty acid synthase (Homo sapiens), P49327 | inhibition, % at 15 µM;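 active = compounds whose normalised, plate-corrected inhibition of enzyme fluorescence in the single-dose primary screen is 50% or more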;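 note: 0% = DMSO with enzyme and 100% = substrate without enzyme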
# MT1-MMP act inh: blockers of MT1-MMP proenzyme processing, primary screen, HT1080 RFP-PRO-GFP cells, GFP/RFP fluorescence; GFP/RFP ratio change, % at 20 µM; GFP/RFP ratio fluorescence, overnight; percent of plate control window, DMSO zero; Matrix metalloproteinase-14 (Homo sapiens), P50281; 360,000 compounds, 0.061% hits;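 active = GFP/RFP ratio change of at least 30% with cell ATP level not reduced by more than half and red fluorescence within 50% of control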; note: strong numbers were not always called active
#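 Compound: 20 µM single dose, 1% DMSO / System: HT1080 RFP-PRO-GFP cells / Controls: DMSO and RFP-L50D-GFP cell wells / Read-out basis: GFP/RFP fluorescence ratio / Schedule: overnight compound exposure at 37 °C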
# SKN-1 block: suppressors of acrylamide-induced Pgst-4::GFP reporter in worms, primary screen, SKN-1 inhibitor project, whole organism, uHTS, GFP/RFP fluorescence ratio, strain VP596; C. elegans VP596 Pgst-4::GFP/RFP ratio, 24 h; inhibition, % at 21.8 µM; 360,000 compounds, 0.49% hits;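 active = interference check ratio from 0.5 to 1.5 plus GFP to RFP signal ratio inhibition reaching or exceeding a fixed threshold, cut at about 30% in these data, passing the limit was not always enough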; note: some compounds called inactive have numbers as strong as hits
# * marks the source's active call; other numbers are inactive results; nt = not tested or not shown. Compounds were not picked by outcome; about 4% have a hit in one of these screens.
Molecule	SKN-1 block	FAS-TE inh	MsrA inh	E coli Lon inh	bovine MsrA act	NRP1-CendR mod	TbMetRS inhib	PABP1 MLLE inh	MT1-MMP act inh
O=C(NCC1CCN(c2ccc(S(=O)(=O)N3CCOCC3)cc2)CC1)c1ccc(Cl)cc1	-9	10	1.2	6	-1	-6	0.2	-11	-4
Cc1cc(C(=O)CN2C(=O)NC3(CCCCC3)C2=O)c(C)n1-c1ccc2c(c1)OCO2	1	5	0.5	-4	-2	-5	0.0	-12	0
CC1=C(C#N)C(Nc2cccc(C)n2)(C(F)(F)F)C(=O)N1 (stereo not given)	-19	-4	0.0	-7	-4	10	-0.1	-13	-3
COc1ccc(C2c3c4c(n(C)c3CCN2C)CCN(C)C4c2ccc(OC)cc2)cc1 (stereo not given)	26	-12	-1.2	-11	-13	4	-2.2	3	-12
CNC(=O)CCc1nc(-c2ccc(C(C)(C)C)cc2)no1	11	-4	1.0	-2	-1	1	-1.6	8	8
CS(=O)(=O)c1ccc(Cl)c(NC(=O)COC(=O)/C=C/c2cnc3ccccc3n2)c1	0	-44	0.4	2	-3	-15	-0.1	-17	4
Cc1cccc(S(=O)(=O)c2c(N)n(Cc3ccco3)c3nc4ccccc4nc23)c1	7	2	1.4	-46	-1	-110	3.0	-15	-132
Cc1cccc(N2C(N)=NC(N)=NC23CCCCC3)c1	9	-5	0.1	-3	-13	1	-1.7	-4	nt
Cc1nc2ccc(S(=O)(=O)Nc3cc(-c4nc5cccnc5s4)ccc3C)cc2s1	10	24	0.9	-2	-1	-19	-0.4	-19	-11
COc1ccc(-c2csc3ncnc(N4CCN(c5ccc(OC)cc5)CC4)c23)cc1	9	23	0.5	-3	-4	0	-0.2	-8	-7
O=C(Nc1ccncc1)c1cc(S(=O)(=O)N2CCN(c3ccccc3)CC2)ccc1Cl	-20	9	-0.1	4	-1	9	0.4	4	-2
CCn1c(SCC(=O)NCc2ccco2)nc2ccccc2c1=O	-9	-4	1.1	1	3	-3	-0.2	10	1
O=C1N/C(=C/c2ccc(N3CCCC3)cc2)C(=O)N1c1ccccc1	5	-11	-0.3	-59	2	-39	-0.8	-66	-20
Brc1ccccc1CN1CCC(Cc2ccccc2)CC1	-10	10	-0.5	-6	-9	-1	-1.3	0	-2
O=C(NNS(=O)(=O)c1ccc(F)cc1)c1ccc(S(=O)(=O)N2CCCCC2)cc1	12	-6	-0.4	-2	-2	5	0.9	4	2
Cc1nc2nc(-c3cccnc3)nn2c(C)c1Cl	3	-8	-0.3	-5	1	-14	0.0	7	-2
Cc1ccc(S(=O)(=O)N(C)C)cc1NC(=O)c1ccncc1	5	-5	-0.1	-1	-6	-12	-0.8	-19	1
CC(=O)c1cccc(-n2nnnc2SCC(=O)Nc2cc(C)on2)c1	7	1	0.6	4	-2	-1	0.3	-12	1
CCOc1ccccc1N(C)S(=O)(=O)c1ccc2[nH]cc(C(=O)N(CCOC)CCOC)c(=O)c2c1	1	-5	1.3	3	-3	-1	0.3	16	0
CC(C)c1ccc(C(C(=O)NC2CCCCC2)N(C(=O)c2ccccn2)c2cccnc2)cc1 (stereo not given)	-1	7	1.2	2	-11	12	-0.5	6	-2
CC(C)(C)n1nnnc1C(c1cc2ccccc2o1)N(Cc1ccccc1)Cc1ccccc1 (stereo not given)	9	19	-0.8	-5	-2	5	-0.8	nt	14
CCOc1ccc(CN2CCNC(=O)C2CC(=O)NCCc2ccccn2)cc1 (stereo not given)	8	-10	-0.3	-4	-7	-8	0.2	6	-2
COc1ccc(C(O)c2nccn2C)cc1 (stereo not given)	12	-12	0.3	-1	-10	-10	-1.1	14	0
Cc1cc(C)c2c(N)c(C(=O)Nc3c(C)n(C)n(-c4ccccc4)c3=O)sc2n1	-10	-6	2.3	4	-9	4	-0.2	13	1
CCCCNS(=O)(=O)c1cc(-c2nn(C)c(=O)c3ccccc23)ccc1C	12	5	-0.6	-3	-4	-6	-0.7	9	0

# Rewritten with each value named: two of the compounds above
Molecule: COc1ccc(C2c3c4c(n(C)c3CCN2C)CCN(C)C4c2ccc(OC)cc2)cc1 (stereo not given)
  SKN-1 block: 26	FAS-TE inh: -12	MsrA inh: -1.2	E coli Lon inh: -11	bovine MsrA act: -13	NRP1-CendR mod: 4	TbMetRS inhib: -2.2	PABP1 MLLE inh: 3	MT1-MMP act inh: -12
Molecule: CNC(=O)CCc1nc(-c2ccc(C(C)(C)C)cc2)no1
  SKN-1 block: 11	FAS-TE inh: -4	MsrA inh: 1.0	E coli Lon inh: -2	bovine MsrA act: -1	NRP1-CendR mod: 1	TbMetRS inhib: -1.6	PABP1 MLLE inh: 8	MT1-MMP act inh: 8

# The list continues:
Molecule	SKN-1 block	FAS-TE inh	MsrA inh	E coli Lon inh	bovine MsrA act	NRP1-CendR mod	TbMetRS inhib	PABP1 MLLE inh	MT1-MMP act inh
CS(=O)(=O)N(Cc1ccc(C(=O)NCCSCc2ccco2)cc1)c1ccccc1	-12	3	-0.6	2	-6	-3	-0.7	9	-2
CN(C)C(CNC(=S)Nc1ccccc1Cl)c1cccnc1 (stereo not given)	-4	-11	-0.8	-2	7.9*	0	-0.3	-3	0
C/C(=N\Nc1cccc2cccnc12)c1ccc[nH]1	19	8	1.3	-24	-3	-14	-0.6	-19	-2
CC(=O)C(=Cc1cc(C)n(-c2ccccc2)c1C)C(C)=O	4	-5	2.8	11	-7	0	-1.1	-1	nt
COc1cccc2cc(C(=O)NCCC3=CCCCC3)c(=O)oc12	6	59*	1.3	-6	-9	2	-0.4	8	5
O=C(CCCN1CCOCC1)c1ccc2c(c1)OCCO2	5	-8	-0.1	-4	-3	-12	-0.1	4	5
CN(C)c1nc(NCc2ccccc2)nc(SCC(N)=O)n1	4	-1	0.9	2	3	1	-0.6	-6	-1
Cc1ccc(C2=NC(=O)/C(=C/c3cc(O)c(O)c(Br)c3)S2)cc1	20	31	-0.2	-1	-4	-27	0.5	5	23
C=CCNc1nc(-c2c(C)nc3ncccn23)cs1	15	-4	0.1	-3	0	19	0.1	24	5
O=C(Nc1cccnc1)c1cc2c(s1)-c1ccccc1OC2	12	1	3.2	5	-4	17	0.9	-4	1
C=CCNC(=S)/N=c1/ccccn1C	-17	-7	2.5	5	-6	8	-0.5	33	4
CC1(C(=O)O)CCCN1C(=O)c1cc2ccccc2s1 (stereo not given)	4	-6	0.0	-2	-3	-24	0.0	-4	2
O=C1CC(=O)Nc2cc(S(=O)(=O)Nc3cccc(C(F)(F)F)c3)ccc2N1	10	-2	-0.6	6	-1	9	0.2	7	-1
COc1ccc(-c2nnc(NC(=O)C3CCCN3S(=O)(=O)c3cccs3)o2)cc1 (stereo not given)	7	-3	-0.2	0	-2	10	0.1	-4	3
COc1ccc2nc(NC(=O)CSc3nnc(C)n3N)sc2c1	-6	-4	2.3	5	-2	-1	0.9	18	-2
Cc1ccc(COc2coc(CN3CCN(C(=O)c4ccco4)CC3)cc2=O)cc1	2	-6	-0.1	-5	-5	-1	-0.5	-4	0
CCCCC(=O)Nc1ccc2c(c1)C(=O)NC2=O	-2	-3	nt	-6	-3	6	0.1	-5	-2
CC(=O)OCCc1c(C)nc2nc[nH]n2c1=O	-16	-6	0.9	-4	-4	6	-0.1	0	6
Nc1nc2ccc(Cl)cc2cc1C(=O)NC1CC1	1	-2	-1.1	1	-2	-8	-0.2	nt	-1
CS(=O)(=O)Nc1cccc(NC(=O)c2cccc3c(-c4cccc(C(N)=O)c4)coc23)c1	22	-6	0.8	8	1	-3	0.1	-1	-6
Clc1ccc2c(c1)C(N1CCNCC1)Cc1ccccc1S2 (stereo not given)	-5	-91	nt	-4	-1	6	-0.6	-2	-53
Cc1ccc(NCC(=O)N/N=C/c2ccc(-c3cccc(C(F)(F)F)c3)o2)cc1	-1	13	0.0	-22	-2	2	-0.5	-9	-1
COc1ccc(CN2CCC(=O)N([C@H](CO)Cc3ccccc3)CC2)cc1OC	13	-10	0.1	-7	-1	-16	-0.2	-14	-1
Cc1c(OC(C)C(=O)N[C@H](C(=O)O)c2ccccc2)ccc2c3c(c(=O)oc12)CCCC3 (stereo not given in full)	-10	-7	1.2	-1	-12	-14	-2.7	3	-5
CC(C)Nc1nc(NC(C)C)nc(N(C)C#N)n1	-12	-9	-0.8	-9	-13	4	-0.7	9	6
O=C(N/N=C/c1ccc([N+](=O)[O-])s1)c1ccccc1	2	0	1.8	2	6	-27	-0.3	-16	-8
COc1ccc(C(=O)Nc2ccc(Oc3nc(C)nc4sc(-c5ccccc5)cc34)cc2)cc1OC	-5	6	-0.3	-5	-13	3	-0.5	-13	-5
Cc1ccc(S(=O)(=O)NC(C(=O)N2CCN(S(=O)(=O)c3cccc(F)c3)CC2)C(C)C)cc1 (stereo not given)	-11	1	-0.3	3	1	3	-0.2	27	-5
CCOC(=O)CSc1nnc(-c2ccc(Cl)cc2Cl)o1	3	-2	-0.7	2	-2	6	0.3	-9	4
COc1ccc(C(O)P(=O)(OCCC(C)C)c2ccc(N(C)C)cc2)cc1 (stereo not given)	-2	2	-0.8	5	-1	-4	-1.0	-12	2
Cc1ccc(N(C(=O)CNC(=O)c2ccco2)C(C(=O)NC2CCCC2)c2cccnc2)cc1F (stereo not given)	14	0	-0.1	-6	-3	7	-0.1	-6	2
CCOc1ccc2ncc(S(=O)(=O)c3ccc(C)cc3)c(N3CCC4(CC3)OCCO4)c2c1	6	47	1.2	3	2	-4	-0.1	-9	-28
COc1cc(N)c2ncccc2c1SC	13	-12	1.5	-24	0	-7	0.2	23	1
CCc1ccc(/C=C2\SC(=S)N(CCCC(=O)Nc3nccs3)C2=O)cc1	5	-7	-0.7	-2	2	20	-0.1	5	-3
O=C(CSc1nnc2ccc(-c3cccnc3)nn12)Nc1ccc(F)cc1	12	-4	-0.3	4	1	11	-0.4	7	-6
COc1ccc(S(=O)(=O)N(C)C[C@H]2Oc3c(NC(=O)Cc4ccccc4)cccc3C(=O)N([C@H](C)CO)C[C@@H]2C)cc1	-17	-2	-1.1	10	-5	7	-0.4	4	-4
O=C(NC1CCCC1)c1cccnc1N1CCCCCC1	9	-6	1.9	-1	-2	-9	-0.3	-2	2
O=C(COC(=O)CCC(=O)c1ccc(Cl)cc1)NCCc1ccccc1	-9	-4	-0.1	2	-5	-4	2.2	-2	-3
O=C(CC(Nc1ccc(F)cc1)C(=O)O)c1ccccc1 (stereo not given)	31	-3	-0.6	-6	-4	1	-0.2	17	-3
O=C1c2ccccc2NC(c2ccc3c(c2)OCO3)N1O (stereo not given)	21	4	1.3	4	-1	-10	-0.4	11	5
Cc1onc(CO)c1C(=O)Nc1nccs1	10	0	2.0	-2	-6	0	-0.4	0	1
CCc1n[nH]c(=S)n1/N=C/c1ccc(N(C)c2ccccc2)cc1	3	18	2.3	-5	-2	8	-1.2	-45	-7
